Assay outcomes as filed in PubChem BioAssay.
HDAC3 inh – human HDAC3 inhibition; recombinant HDAC3, fluorogenic peptide/trypsin coupled, fluorescence; inhibition, % at 8.3 µM; O15379; 320,000 tested, 0.15% active; in the data active = inhibition above about 26%, passing the limit was not always enough
Target sequence (O15379 whole entry, looked up): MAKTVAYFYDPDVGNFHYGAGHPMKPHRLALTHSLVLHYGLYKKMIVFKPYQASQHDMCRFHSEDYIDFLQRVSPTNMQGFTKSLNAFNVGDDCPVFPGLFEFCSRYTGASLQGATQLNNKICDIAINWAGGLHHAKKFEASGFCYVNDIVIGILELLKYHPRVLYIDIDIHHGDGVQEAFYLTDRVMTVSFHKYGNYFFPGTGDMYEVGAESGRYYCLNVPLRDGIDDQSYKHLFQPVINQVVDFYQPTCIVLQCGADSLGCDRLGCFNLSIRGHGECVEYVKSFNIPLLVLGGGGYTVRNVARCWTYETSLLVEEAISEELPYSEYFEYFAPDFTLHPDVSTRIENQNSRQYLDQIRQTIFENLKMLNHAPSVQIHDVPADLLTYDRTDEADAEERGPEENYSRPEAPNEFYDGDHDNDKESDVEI
KCNK3 block – human KCNK3 channel inhibition, primary screen; B-score at 10 µM; CHO-KCNK3 thallium flux, FluxOR fluorescence; stronger effect = lower value; 340,000 tested, 0.84% active; O14649;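 active = B-score under library mean minus 4 SD, starting fluorescence ratio at most library mean plus 5 SD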;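 note: more negative B-score means stronger inhibition of thallium flux through KCNK3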
Target sequence (O14649 whole entry, looked up): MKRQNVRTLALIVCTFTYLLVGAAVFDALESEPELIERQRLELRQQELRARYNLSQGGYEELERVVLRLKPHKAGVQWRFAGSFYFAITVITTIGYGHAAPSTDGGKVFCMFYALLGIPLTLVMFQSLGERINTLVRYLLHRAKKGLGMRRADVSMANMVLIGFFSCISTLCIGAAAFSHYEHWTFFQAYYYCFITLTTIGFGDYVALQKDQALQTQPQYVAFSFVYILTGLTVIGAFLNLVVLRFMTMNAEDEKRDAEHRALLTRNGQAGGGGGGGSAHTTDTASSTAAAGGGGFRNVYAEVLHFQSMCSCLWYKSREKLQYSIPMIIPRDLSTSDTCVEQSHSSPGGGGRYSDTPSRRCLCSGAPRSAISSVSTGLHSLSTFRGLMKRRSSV
* = called active by the depositor; i = inactive. Some of the compounds tested, so the mix of outcomes need not match the whole.

HDAC3 inh	KCNK3 block	SMILES
-4.0	i	COc1ccc(N(Cc2ccccc2)C(=O)OC(C)(C)C)c(C(=O)N(C)OC)c1
11.2	i	CC[C@]12c3[nH]c4ccccc4c3CCN1C(=O)C(CC(=O)NCC13CC4CC(CC(C4)C1)C3)C[C@@H]2C(=O)N1CCN(C(=O)c2ccco2)CC1 (stereo partly drawn)
1.2	i	CCN(CC)C(=O)[C@H]1CC(CC(=O)NCCc2ccccn2)C(=O)N2CCc3c([nH]c4ccccc34)[C@]12C (stereo partly drawn)
7.1	i	COc1ccc(CNC[C@H]2O[C@@H](n3cnc4c(N)ncnc43)[C@H](O)[C@@H]2O)cc1OC
2.3	i	O=C(CC1C[C@H](C(=O)N2CCCCC2)[C@@]2(CCc3ccccc3)c3[nH]c4ccccc4c3CCN2C1=O)NCc1cccc(C(F)(F)F)c1 (stereo partly drawn)
-2.7	i	CCCN(Cc1nnc(-c2cccs2)o1)C(=O)CN1C(=O)NC2(CCC(C)CC2)C1=O (stereo not drawn)
-0.5	i	C#CCOCCOCCOCCNc1nc(N2CCN(C(=O)C([C@@H](C)O)n3cc([C@@H](N)CCCCN)nn3)CC2)nc(N2CCN(C(=O)[C@H](CCC(=O)O)n3cc([C@@H](N)[C@H](C)CC)nn3)CC2)n1 (stereo partly drawn)
-1.5	i	O=C(C[C@H]1C/C=C\CC[C@@H](Cc2ccc(F)cc2)C(=O)O[C@H](c2ccccc2)CNC1=O)N[C@H](CO)Cc1ccccc1
-1.5	i	COC(=O)[C@]1(Cc2ccccc2)N[C@H](CN(C)S(=O)(=O)c2ccc(OC)cc2)[C@@H]2C(=O)N(C)C(=O)[C@@H]21
-2.3	i	C[C@H](CO)N1C[C@H](C)[C@@H](CN(C)C(=O)NC2CCCCC2)Oc2ccc(NS(=O)(=O)c3cn(C)cn3)cc2C1=O
-0.1	i	Cc1ccc(S(=O)(=O)N2[C@@H](c3ccc(Br)cc3)C(C(=O)O)=C[C@H]2CC2CCCC2)cc1
-3.3	i	CC[C@@H]1C=C(C(=O)O)[C@H](c2ccc(F)cc2)N1S(=O)(=O)c1ccc(C)cc1
0.9	i	CC[C@@]1(C(=O)OC)N[C@H](CN(C)S(=O)(=O)c2ccccc2)[C@@H]2C(=O)N(Cc3ccccc3)C(=O)[C@@H]21
1.3	i	CCN(C(=O)CN1CCCCC1)c1c(N)n(Cc2ccccc2)c(=O)[nH]c1=O
5.3	i	Cc1nnc(SCC2=C(C(=O)O)N3C(=O)C(NC(=O)COc4ccc(F)cc4)C3SC2)s1 (stereo not drawn)
8.7	i	CCS(=O)(=O)c1ccc2oc(SCC(=O)c3c(N)n(C4CC4)c(=O)[nH]c3=O)nc2c1
-1.7	i	CC[C@@]1(C(=O)OC)N[C@H](CN(C)C(=O)Nc2ccc(Cl)cc2)[C@@H]2C(=O)N(Cc3ccccc3)C(=O)[C@@H]21
-4.8	i	CC[C@@H]1C=C(C(=O)O)[C@H](c2ccc(OC)c(OC)c2)N1S(=O)(=O)c1ccc(C)cc1
-0.3	i	C#CCOCCOCCOCCNc1nc(N2CCN(C(=O)[C@H](CCC(=O)O)n3cc(CN)nn3)CC2)nc(N2CCN(C(=O)[C@H](CCC(=O)O)n3cc([C@@H](N)[C@H](C)CC)nn3)CC2)n1
2.4	i	CC(=O)c1ccc(N2CCN(C(=O)c3cn(Cc4ccccc4)nc3-c3cccnc3)CC2)c(F)c1
7.6	i	Cc1ccccc1S(=O)(=O)N1[C@@H](c2ccc(Cl)cc2)C(C(=O)O)=CC[C@H]1c1ccc(Cl)cc1
-0.3	i	CC[C@@]1(C(=O)OC)N[C@H](CN(C)C(=O)Nc2ccc(C)cc2)[C@@H]2C(=O)N(C)C(=O)[C@@H]21
4.6	i	CC[C@]12c3[nH]c4ccccc4c3CCN1C(=O)C(CC(=O)NCC13CC4CC(CC(C4)C1)C3)C[C@@H]2C(=O)N1CCN(C(=O)C2CC2)CC1 (stereo partly drawn)
1.7	i	COc1ccc(-c2sc3ccccc3c2-c2ccc(OCCN3CCOCC3)cc2)cc1
-2.9	i	N#Cc1ccc(C23OCCN2CCn2nc4ccccc4c23)cc1 (stereo not drawn)

Next section; it opens with the four that closed the last part.
HDAC3 inh	KCNK3 block	SMILES
-0.3	i	CC[C@@]1(C(=O)OC)N[C@H](CN(C)C(=O)Nc2ccc(C)cc2)[C@@H]2C(=O)N(C)C(=O)[C@@H]21
4.6	i	CC[C@]12c3[nH]c4ccccc4c3CCN1C(=O)C(CC(=O)NCC13CC4CC(CC(C4)C1)C3)C[C@@H]2C(=O)N1CCN(C(=O)C2CC2)CC1 (stereo partly drawn)
1.7	i	COc1ccc(-c2sc3ccccc3c2-c2ccc(OCCN3CCOCC3)cc2)cc1
-2.9	i	N#Cc1ccc(C23OCCN2CCn2nc4ccccc4c23)cc1 (stereo not drawn)
13.6	i	Cc1ccc([C@@H]2CC=C(C(=O)O)[C@H](c3ccc(Cl)cc3)N2S(=O)(=O)c2ccccc2C)cc1
4.5	i	O=C(C[C@@H]1C/C=C\CC[C@H](Cc2ccc(F)cc2)C(=O)OC[C@@H](Cc2ccccc2)NC1=O)NCCO
-3.6	i	O=C(CC1CCCC1)N1CCN(S(=O)(=O)c2ccccc2)CC1
1.3	i	C#CCOCCOCCOCCNc1nc(N2CCN(C(=O)C([C@@H](C)O)n3cc([C@@H](N)CCCCN)nn3)CC2)nc(N2CCN(C(=O)[C@H](CC(N)=O)n3cc(C(N)[C@@H](C)CC)nn3)CC2)n1 (stereo partly drawn)
0.8	i	Cc1cccc(OCCCC(=O)NNC(=O)c2ccccn2)c1
1.8	i	CC[C@@]1(C(=O)OC)N[C@H](CN(C)C(=O)C2CCCCC2)[C@@H]2C(=O)N(C)C(=O)[C@@H]21
-3.9	i	CCN(C[C@H]1N[C@@](CC)(C(=O)OC)[C@H]2C(=O)N(C)C(=O)[C@@H]12)C(=O)Nc1ccc(F)cc1
-3.4	i	CC(C)(C)NC(=O)CC1C[C@H](C(=O)N2CCOCC2)[C@@]2(C)c3[nH]c4ccccc4c3CCN2C1=O (stereo partly drawn)
-2.5	i	C=CCC[C@@H](Cc1ccc(F)cc1)C(=O)OC[C@@H](Cc1c[nH]c2ccccc12)NC(=O)[C@@H](CC=C)CC(=O)N(CCO)Cc1ccccc1
-0.7	i	CCN(CC)C(=O)[C@H]1CC(CC(=O)NCCN2CCOCC2)C(=O)N2CCc3c([nH]c4ccccc34)[C@]12C (stereo partly drawn)
-7.8	i	CCN(C[C@H]1N[C@@](Cc2ccccc2)(C(=O)OC)[C@H]2C(=O)N(Cc3ccccc3)C(=O)[C@@H]12)S(=O)(=O)c1ccccc1
-1.1	i	CCN(C[C@H]1N[C@@](Cc2ccccc2)(C(=O)OC)[C@H]2C(=O)N(C)C(=O)[C@@H]12)C(=O)c1ccccc1
11.1	i	Cc1ccc(S(=O)(=O)N2[C@@H](c3ccc(C(C)(C)C)cc3)C(C(=O)O)=CC[C@H]2c2ccc(C(C)C)cc2)cc1
-1.2	i	C#CCOCCOCCOCCNc1nc(N2CCN(C(=O)[C@H](CCCCN)n3cc(CN)nn3)CC2)nc(N2CCN(C(=O)[C@H](CCC(=O)O)n3cc(CN)nn3)CC2)n1
6.2	i	CC(C)NC(=O)Nc1cccc2c1O[C@H](CN(C)S(=O)(=O)c1cccs1)[C@@H](C)CN([C@H](C)CO)C2=O
2.9	i	C[C@]12c3[nH]c4ccccc4c3CCN1C(=O)C(CC(=O)NCCN1CCOCC1)C[C@@H]2C(=O)N1CCCCC1 (stereo partly drawn)
5.3	i	Cc1ccc([C@H]2C(C(=O)O)=CC[C@@H](c3ccc(Cl)cc3)N2S(=O)(=O)c2ccccc2C)cc1
11.0	i	CCCCC[C@@H]1C=C(C(=O)O)[C@H](c2ccc(CC)cc2)N1S(=O)(=O)c1ccc(C)cc1
12.9	i	Cc1ccc(S(=O)(=O)Nc2cccc3c2O[C@H](CN(C)C(=O)Nc2ccc(C(F)(F)F)cc2)[C@@H](C)CN([C@H](C)CO)C3=O)cc1
1.0	i	O=C(OCCOc1cccc(Cl)c1)c1ccc(F)c(S(=O)(=O)N2CCOCC2)c1
-3.2	i	CCN(C[C@H]1N[C@@](C)(C(=O)OC)[C@H]2C(=O)N(C)C(=O)[C@@H]12)C(=O)Nc1ccc(F)cc1
-4.2	i	COc1ccc(NC(=O)Cc2ccsc2)cc1S(=O)(=O)N1CCOCC1
4.9	i	CC(=O)C[C@H](O)CC(=O)[C@@H]1OC(=O)[C@H](C)C/C=C\Cc2ccccc21
-3.8	i	COc1ccc(CNC(=O)CC2C[C@H](C(=O)N3CCCCC3)[C@@]3(C)c4[nH]c5ccccc5c4CCN3C2=O)cc1OC (stereo partly drawn)
-1.1	i	CCN(C[C@H]1N[C@@](CC)(C(=O)OC)[C@H]2C(=O)N(Cc3ccccc3)C(=O)[C@@H]12)S(=O)(=O)c1ccc(-c2ccccc2)cc1
5.7	i	CCCCC[C@@H]1C=C(C(=O)O)[C@H](c2ccc(Cl)c(Cl)c2)N1S(=O)(=O)c1ccc(C)cc1
2.5	i	COC(=O)[C@]1(Cc2ccccc2)N[C@H](CN(C)C(=O)Nc2ccc(C(F)(F)F)cc2)[C@@H]2C(=O)N(C)C(=O)[C@@H]21
-0.6	i	CCOc1ccc(S(=O)(=O)Nc2ccccc2C(=O)N(C)C2CCN(C)CC2)cc1
3.0	i	Nc1ncnc2c1ncn2[C@@H]1O[C@H](CNS(=O)(=O)CCCCl)[C@@H](O)[C@H]1O
-0.1	i	O=C(CN1C(=O)NC2(CCCc3ccccc32)C1=O)c1ccc(F)cc1 (stereo not drawn)
-1.7	i	Cc1n[nH]c(=O)c2c(NC(=O)CSc3nnc(-c4ccco4)n3C)oc(C)c12
-4.8	i	C[C@]12c3[nH]c4ccccc4c3CCN1C(=O)C(CC(=O)NCCCn1ccnc1)C[C@@H]2C(=O)N1CCOCC1 (stereo partly drawn)
-12.4	i	CC(CNC(=O)Cn1cnc2c(OCc3ccccc3)ncnc21)c1ccccc1 (stereo not drawn)
-3.5	i	C[C@@H]1CN([C@H](C)CO)C(=O)c2cc(NC(=O)Nc3ccc4c(c3)OCO4)ccc2O[C@H]1CN(C)Cc1ccncc1
-3.3	i	CC[C@H]1CCCCc2ccccc2[C@@H](C(=O)C[C@@H](O)CC(C)=O)OC1=O
-6.0	i	C=CC[C@@H](CC(=O)NCCO)C(=O)NCCOC(=O)[C@@H](CC=C)Cc1ccc(F)cc1
5.4	i	Cc1ccc([C@@H]2CC=C(C(=O)O)[C@H](c3cccc(Cl)c3)N2S(=O)(=O)c2ccccc2C)cc1
-1.7	i	C[C@H](CO)N1C[C@H](C)[C@@H](CN(C)S(C)(=O)=O)Oc2c(NC(=O)Nc3ccc4c(c3)OCO4)cccc2C1=O
13.3	i	C#CCOCCOCCOCCNc1nc(N2CCN(C(=O)[C@H](CCCCN)n3cc(CN)nn3)CC2)nc(N2CCN(C(=O)[C@H](CCC(=O)O)n3cc([C@@H](N)CCSC)nn3)CC2)n1
-2.8	i	CC(=O)N1CCN(C(=O)c2c(-c3ccccc3)noc2C)CC1
10.8	i	COC(=O)[C@]1(Cc2ccccc2)N[C@H](CN(C)C(=O)Nc2ccc(F)cc2)[C@@H]2C(=O)N(Cc3ccccc3)C(=O)[C@@H]21
1.9	i	COCCCNC(=O)CC1C[C@H](C(=O)N(C(C)C)C(C)C)[C@@]2(C)c3[nH]c4ccccc4c3CCN2C1=O (stereo partly drawn)
3.6	i	CC(C)(C)OC(=O)C[C@H]1C/C=C\C[C@@H](CC(=O)NCCO)C(=O)NC[C@H](c2ccccc2)OC1=O
1.4	i	CC(C(=O)Nc1nnc(C2CC2)s1)N1C(=O)C2CC=CCC2C1=O (stereo not drawn)

Pulled by compound from above, 4 records:
HDAC3 inh	KCNK3 block	SMILES
4.6	i	CC[C@]12c3[nH]c4ccccc4c3CCN1C(=O)C(CC(=O)NCC13CC4CC(CC(C4)C1)C3)C[C@@H]2C(=O)N1CCN(C(=O)C2CC2)CC1 (stereo partly drawn)
11.1	i	Cc1ccc(S(=O)(=O)N2[C@@H](c3ccc(C(C)(C)C)cc3)C(C(=O)O)=CC[C@H]2c2ccc(C(C)C)cc2)cc1
-0.5	i	C#CCOCCOCCOCCNc1nc(N2CCN(C(=O)C([C@@H](C)O)n3cc([C@@H](N)CCCCN)nn3)CC2)nc(N2CCN(C(=O)[C@H](CCC(=O)O)n3cc([C@@H](N)[C@H](C)CC)nn3)CC2)n1 (stereo partly drawn)
-1.7	i	C[C@H](CO)N1C[C@H](C)[C@@H](CN(C)S(C)(=O)=O)Oc2c(NC(=O)Nc3ccc4c(c3)OCO4)cccc2C1=O
